High-throughput results from PubChem.
TcdB inh: blocks C. difficile toxin B glycohydrolase activity. TcdB glycohydrolase enzymatic assay, plate reader. inhibition, % at 9.99 µM. P18177. actives 0.24% (n = 350,000); in the data active = inhibition above about 10%
Vc quorum ag: inducers of Vibrio cholerae quorum light production without autoinducers. V. cholerae BH1578 lux reporter, luminescence, 6 h. activation, % at 18.7 µM. actives 0.16% (n = 350,000). AID 588436; in the data active = activation mostly above about 9.7%, no sharp cut-off; inconclusive = no clear call, values can overlap the other calls; inactive = mostly below about 3.7%; also: not every result past the cut was called active; inactives centre near 0; reference of the scale not given here
Yp Topo-I inh: blocks Yersinia pestis topoisomerase I activity; Y. pestis Topo-I cleavage product accumulation, plate reader; activity, % at 10 µM; actives 0.064% (n = 360,000); AID 504884; in the data active = activity above about 50%, passing the limit was not always enough; inconclusive = no clear call, values can overlap the other calls; also: inactives centre near 2
CCHFV vOTU inh: CCHFV vOTU protease inhibition. Pep-AMC fluorescence. inhibition, % at 11.5 µM. actives 0.55% (n = 370,000). AID 651958; in the data active = inhibition above about 30%; also: 0% = vehicle wells with enzyme and 100% = no enzyme wells
SARS 3CLpro inh: SARS-CoV 3CLpro protease inhibition; actives 0.14% (n = 290,000); P0C6X7; AID 1706; recombinant SARS-CoV 3CLpro, quenched FRET peptide cleavage; inhibition, % at 6 µM; in the data active = inhibition above about 12%
Anthrax LF inh2: anthrax lethal factor protease inhibition | P15917 | multiplex microsphere protease cleavage assay, LF | inhibition, % at 10 µM | actives 0.12% (n = 360,000); also: plate controls were buffer without enzyme for full effect and enzyme alone for no effect
Target sequence (P15917 whole entry, looked up): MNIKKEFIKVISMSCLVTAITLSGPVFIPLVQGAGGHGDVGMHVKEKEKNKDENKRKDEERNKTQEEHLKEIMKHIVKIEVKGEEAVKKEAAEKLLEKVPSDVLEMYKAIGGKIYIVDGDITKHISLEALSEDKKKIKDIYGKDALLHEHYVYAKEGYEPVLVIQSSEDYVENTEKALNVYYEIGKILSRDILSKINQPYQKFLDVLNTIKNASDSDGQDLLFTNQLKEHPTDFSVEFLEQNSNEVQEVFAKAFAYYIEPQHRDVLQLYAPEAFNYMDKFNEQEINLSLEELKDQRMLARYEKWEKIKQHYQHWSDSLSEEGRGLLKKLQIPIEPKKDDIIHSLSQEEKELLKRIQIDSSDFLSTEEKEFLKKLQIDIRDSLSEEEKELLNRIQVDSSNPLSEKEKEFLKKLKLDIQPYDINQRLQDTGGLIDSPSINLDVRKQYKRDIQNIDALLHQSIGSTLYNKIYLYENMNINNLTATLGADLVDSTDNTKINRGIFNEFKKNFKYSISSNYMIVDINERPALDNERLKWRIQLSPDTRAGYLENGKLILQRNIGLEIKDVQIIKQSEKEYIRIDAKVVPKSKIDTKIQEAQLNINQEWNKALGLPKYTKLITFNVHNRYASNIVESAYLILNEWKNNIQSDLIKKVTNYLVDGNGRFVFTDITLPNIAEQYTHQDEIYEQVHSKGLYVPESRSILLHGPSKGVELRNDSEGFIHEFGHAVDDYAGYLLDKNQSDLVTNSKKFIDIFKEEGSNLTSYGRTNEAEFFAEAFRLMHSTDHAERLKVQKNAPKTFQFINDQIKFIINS
SSB-PriA inh: blocks PriA binding to SSB C-terminal tail; AlphaScreen SSBct-PriA binding, biotinylated peptide; inhibition, % at 33 µM; actives 0.6% (n = 430,000); AID 1272365; in the data active = inhibition mostly above about 37%, no sharp cut-off; inactive = mostly below about 20%;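 also: plate controls were negative control peptide for no effect and reference peptide for full effect; strong numbers were not always called active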
PfHsp40 yeast: rescue of PfHsp40-mediated yeast toxicity | S. cerevisiae expressing PfHsp40, growth rescue, ATP luminescence | growth rescue, % at 12.5 µM | actives 0.68% (n = 340,000) | AID 504582; in the data active = growth rescue above about 28%, passing the limit was not always enough; inconclusive = no clear call, values can overlap the other calls;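 also: yeast W303a lacking pdr1 and pdr3 grown in galactose medium; growth measured after three days at 30 °C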
VHR inh abs: inhibitors of human VHR1 phosphatase (DUSP3). recombinant VHR phosphatase, pNPP absorbance. AID 1654. inhibition, % at 13.3 µM. actives 0.52% (n = 290,000); in the data active = inhibition above about 50%; also: some compounds called inactive have numbers as strong as hits
Target sequence (P51452 whole entry, looked up): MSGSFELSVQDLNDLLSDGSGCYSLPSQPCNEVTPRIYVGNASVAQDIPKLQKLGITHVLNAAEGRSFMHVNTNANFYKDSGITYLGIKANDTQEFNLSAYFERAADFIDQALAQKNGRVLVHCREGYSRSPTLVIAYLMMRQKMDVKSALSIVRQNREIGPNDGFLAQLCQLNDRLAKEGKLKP
BoNT A protease: inhibitors of Botulinum neurotoxin A light chain protease | multiplex microsphere protease substrate cleavage, flow cytometry | inhibition, % at 10 µM | actives 0.17% (n = 360,000) | AID 588499; also: plate controls were buffer without enzyme for full effect and enzyme alone for no effect
Active calls of the source: *; i = inactive; ? = inconclusive; / = no result given; & = joins results of further samples. Rule as the data show it, unless noted: active = inhibition above about 30%; inconclusive = no clear call, values can overlap the other calls; inactive = below that.

SMILES | TcdB inh | Vc quorum ag | Yp Topo-I inh | CCHFV vOTU inh | SARS 3CLpro inh | Anthrax LF inh2 | SSB-PriA inh | PfHsp40 yeast | VHR inh abs | BoNT A protease
Cc1cccc(-c2noc(-c3ccc(Cl)cc3[N+](=O)[O-])n2)c1 | / | -0.3 | -8 | -7 | -8 | 0 | 1 | -0.5 | 10 | 0.7
O=C(NC(=S)NN1CCOCC1)c1cc(Br)ccc1Cl | -0.9 | i | -4 | -4 | / | 2 | -9 | -2.1 | / | 1.7
CC(=O)Nc1ccc(NC(=O)CCOc2cc(C)ccc2C)cc1 | 1.1 | -0.4 | 4 | -1 | -1 | -1 | -8 | 1.4 | -4 | -1.3
COCCOC(=O)C1=C(C)NC(C)=C(C(=O)OCCOC)C1/C=C/c1ccccc1OC | 1.3 | -0.4 | 16 | -8 | 0 | 0 | 5 | -0.2 | 8 | 0.0
Cc1c(S(=O)(=O)NC(C)c2ccccc2)c(=O)n(C)c(=O)n1C (stereo unspecified) | 0.5 | -0.3 | 6 | -4 | -3 | 1 | -17 | 1.6 | 2 | 1.7
CCOC(=O)c1sc(NC(=O)CC(C)c2ccccc2)nc1C (stereo unspecified) | 0.8 | -0.2 | 0 | 3 | -1 | 9 | -10 | 4.8 | 22 | -1.4
O=c1c(/C=N/N2CCOCC2)c(O)n(-c2ccccc2)c(=S)n1-c1ccccc1 | -1.9 | -0.4 | -5 | 5 | -4 | -2 | / | -0.8 | 12 | 0.2
Cc1ccc(NC(=O)CNCc2cccs2)cc1Br | 0.8 | i | 16 | -6 | 4 | 2 | -7 | 2.9 | -5 | 0.5
O=C(NCc1cccnc1)Nc1ccc(Br)cc1Cl | 0.5 | i | 1 | -5 | 2 | 0 | -9 | -1.5 | 5 | 3.3
CCCC(C)C(=O)Nc1nnc(C)s1 (stereo unspecified) | / | i | -8 | -2 | 0 | ? | -4 | -1.5 | 19 | ?
COc1ccc(C)cc1NC(=O)C(OC(=O)CNC(=O)c1ccc(Oc2ccccc2)cc1)c1ccccc1 (stereo unspecified) | 0.3 | -0.3 | 31 | 1 | -2 | -2 | 16 | 0.7 | -4 | -0.2
COc1ccc(-c2cc(C(=O)Nc3ccccc3)on2)cc1 | 0.9 | -0.6 | -5 | -1 | 0 | -6 | -24 | -0.5 | 22 | -0.4
Cc1cc(-c2ccc(C)c(S(=O)(=O)NCCCN3CCN(c4ccccc4F)CC3)c2)on1 | 0.0 | i | 16 | 7 | 4 | 2 | -9 | 0.0 | -22 | 1.6
O=C(Nc1ccccc1C(=O)NCc1ccccc1)c1ccccc1 | / | -0.4 | -2 | 2 | 2 | -3 | -25 | -0.4 | 10 | 2.4
CCN(CC)CCNC(=O)C1CCN(S(=O)(=O)N2CCCCC2)CC1 | / | 4.5 | -6 | 4 | 8 | -2 | 1 | -0.4 | 9 | 0.6
COc1ccc(-c2csc(NCc3ccco3)n2)cc1 | / | i | -6 | 8 | 1 | -8 | -6 | 2.3 | 25 | 0.2
Cc1ccc(OC(C)C(=O)N2CCN(c3ccccn3)CC2)cc1 (stereo unspecified) | -0.6 | -1.3 | 2 | 2 | / | -4 | -5 | 0.3 | / | -1.3
CCCCC(=O)N(CCOC)c1nnc(-c2ccc(OC)cc2)s1 | / | i | 1 | -8 | -3 | 1 | -6 | 0.8 | -12 | -0.3
COc1ccc(OCc2cc(/C=N\NC(=O)c3ccccc3)ccc2OC)cc1 | 0.9 | 0.0 | 19 | -1 | 3 | 10 | / | 1.1 | 22 | -1.1
COc1ccccc1C(=O)N/C(=C/c1ccc(Br)cc1)C(=O)NCCCn1ccnc1 | -2.5 | -0.3 | 19 | 12 | -3 | -4 | 9 | 1.0 | 20 | -1.4
COc1ccc(C2SCC(=O)N2c2nc3ccccc3s2)cc1 (stereo unspecified) | -2.0 | i | 19 | 7 | 2 | -1 | -10 | -1.2 | 16 | -0.6
CC(C)CC(c1nnnn1C(C)(C)C)N1CCN(Cc2ccccc2)CC1 (stereo unspecified) | -0.4 | 1.0 | 26 | 8 | 3 | 0 | 3 | -0.7 | 20 | -0.4
O=C1Cc2ccccc2Sc2ccc(O)cc21 | 2.4 | i | -11 | -12 | 2 | -2 | -19 | 3.3 | -2 | -0.1
CC(C)C(NC(=O)c1ccccc1Cl)C(=O)OCc1nc2scc(-c3ccccc3Cl)c2c(=O)[nH]1 (stereo unspecified) | -0.9 | -0.4 | 20 | 13 | -2 | -3 | -4 | 0.0 | -4 | -0.4
CC(C)C(=O)Nc1ncc(Cc2cccc(Cl)c2)s1 | 1.7 | i | 1 | 0 | 2 | -4 | -7 | 5.3 | 18 | 0.1
CCOc1ccc(-n2nnc3c(=O)n(CC(=O)c4ccccc4)cnc32)cc1 | -0.6 | -0.3 | 1 | 13 | 2 | -2 | 2 | 0.4 | 2 | 0.6
O=C(NCC1CCCO1)c1cccc(NC(=O)c2ccccc2)c1 (stereo unspecified) | 0.6 | i | 0 | -4 | 0 | 0 | -19 | -1.2 | -10 | -2.8
C=C(C(=O)c1ccccc1)C(C)CC(=O)c1ccccc1 (stereo unspecified) | / | -0.3 | -2 | -3 | 0 | 0 | -7 | 2.8 | 13 | -0.2
CCN1CCN(c2ccccc2NC(=O)c2ccc(-n3cccn3)cc2)CC1 | 0.6 | 0.4 | -1 | -13 | / | -14 | -13 | 1.1 | / | 0.1
O=C(CSCc1ccc(Cl)cc1)Nc1cccc(C(=O)Nc2ccccc2C(=O)O)c1 | / | i | -3 | 18 | 7 | 0 | -2 | 0.8 | -4 | 0.8
O=C(c1cc(COc2ccc(F)cc2Cl)on1)N1CCN(c2cnccn2)CC1 | 0.7 | i | 37 | -3 | 5 | -1 | 0 | 0.3 | 14 | 0.6
Cc1cc(C)c(C(=O)c2ccccc2)c(C)c1 | 0.2 | 0.8 | 9 | 4 | / | -1 | -17 | -0.1 | / | -1.0
Cc1c(C(=O)OCC(=O)NC(C)c2ccccc2)oc2ccccc12 (stereo unspecified) | 0.8 | i | 9 | 1 | -2 | 0 | -6 | 4.2 | 18 | -0.5
C[n+]1ccccc1/C=N/O | 0.2&0.7 | 4.2&8.3 | 1&0 | -5&6 | -2&2 | -13&-16 | i | ? | 7 | -0.9&-0.7
COc1ccc(C(=O)NCC(=O)N2CCNC(=O)C2)cc1OC | 0.0 | -0.2 | 10 | 3 | -3 | -1 | -5 | 0.2 | 12 | 0.8
Cc1nc2ccccc2c(=O)n1/N=C/c1ccncc1 | / | -0.4 | -1 | -3 | -1 | 17 | / | 0.0 | -1 | 2.0
Cc1ccc(C(=O)Nc2ccccc2N2CCN(C(=O)C(C)C)CC2)cc1 | / | / | 4 | 13 | 0 | -15 | -16 | 0.1 | 17 | 0.7
FC(F)(F)c1ccc(NC(=S)NCc2ccccc2)cc1 | 1.1 | -0.3 | 1 | 16 | 8 | -4 | -14 | 21 | 18 | 0.1
FC(F)(F)c1cccc(N2Cc3ccccc3C2)c1 | / | -0.1 | -7 | 15 | 5 | -1 | -24 | 0.2 | 19 | -0.1
COC(=O)c1cccnc1NC(=S)NC1CCCCC1 | 0.5 | -0.3 | -9 | -10 | 4 | -1 | -14 | -1.3 | 4 | -1.0
Cc1cc(-c2csc(N)n2)c(C)n1-c1ccc(Cl)c(Cl)c1 | -0.3 | 2.1 | -13 | -1 | 4 | 0 | 7 | -0.9 | 21 | 11
CC1CCCC(NC(=O)COC(=O)/C=C/c2ccc(S(=O)(=O)N3CCOCC3)cc2)C1C (stereo unspecified) | 0.8 | -0.3 | -8 | 3 | 2 | -7 | -2 | -0.7 | 3 | -1.6
CCNC(=O)/C(C#N)=C/c1c(N(Cc2ccccc2)Cc2ccccc2)nc2ccccn2c1=O | -0.7 | i | -4 | 8 | 12 | -2 | 6 | -0.2 | 17 | -0.5
CN(C1(C)CCS(=O)(=O)C1)S(=O)(=O)c1ccc2ccccc2c1 (stereo unspecified) | -0.3 | i | -1 | -8 | / | -4 | -7 | -0.6 | / | -3.6
CCc1noc(C)c1C(=O)Nc1ccc(S(=O)(=O)N2CCCCC2)cc1 | 0.4 | i | 4 | 5 | / | 5 | -5 | -0.6 | / | -1.8
COc1ccc2nc(SCc3ccccc3C)nc(C)c2c1 | -0.6 | i | 13 | -11 | 0 | 0 | -16 | -0.3 | -4 | 0.4
Cc1cc2ccccc2c(=O)n1CC(=O)NCCC1=CCCCC1 | 1.3 | i | 0 | -6 | -2 | -5 | -6 | -1.1 | -6 | -0.1
O=C(O)CN1C(=O)CSc2ccccc21 | / | i | -1 | -19 | -2 | 0 | -3 | 1.3 | 10 | 0.0

A different layout for part of the listing above.
compound,TcdB inh,Vc quorum ag,Yp Topo-I inh,CCHFV vOTU inh,SARS 3CLpro inh,Anthrax LF inh2,SSB-PriA inh,PfHsp40 yeast,VHR inh abs,BoNT A protease
CCN1CCN(c2ccccc2NC(=O)c2ccc(-n3cccn3)cc2)CC1,0.6,0.4,-1,-13,/,-14,-13,1.1,/,0.1
O=C(CSCc1ccc(Cl)cc1)Nc1cccc(C(=O)Nc2ccccc2C(=O)O)c1,/,i,-3,18,7,0,-2,0.8,-4,0.8
O=C(c1cc(COc2ccc(F)cc2Cl)on1)N1CCN(c2cnccn2)CC1,0.7,i,37,-3,5,-1,0,0.3,14,0.6

Further structures follow:
SMILES | TcdB inh | Vc quorum ag | Yp Topo-I inh | CCHFV vOTU inh | SARS 3CLpro inh | Anthrax LF inh2 | SSB-PriA inh | PfHsp40 yeast | VHR inh abs | BoNT A protease
Cc1cccc(NC(=O)CCS(=O)(=O)c2cccc3nonc23)c1C | 0.4 | -4.4 | -1 | -9 | 1 | -4 | 4 | 1.0 | 15 | -3.4
CCOc1nc(-c2ccc(C)cc2)ccc1-c1noc(COC)n1 | / | i | 2 | -3 | 3 | -9 | -23 | -0.6 | -4 | 0.7
Cc1ccc(C(=O)N/N=C\c2ccccc2[N+](=O)[O-])cn1 | -0.2 | -1.0 | -5 | 0 | 1 | 2 | / | 0.7 | -1 | -0.1
Cc1ccc(NS(=O)(=O)c2c(C)[nH]c(=O)[nH]c2=O)cc1C | / | -6.9 | 8 | 8 | -3 | 2 | -6 | -1.1 | 15 | -0.3
CC(=O)Nc1ccc(S(=O)(=O)N(Cc2ccccc2)c2ccccc2)cc1 | 0.6 | -0.6 | -1 | 4 | 2 | 1 | -13 | 0.3 | 35 | -0.3
C[C@@H](CN1C2=NC[C@H](Cc3ccc(O)cc3)N2C[C@H]1Cc1ccc(O)cc1)NC(=O)CCC1CCCCC1 | 1.4 | -0.5 | -12 | 10 | 2 | -13 | 1 | -0.8 | 14 | 0.5
COC(=O)C(Cc1cnc[nH]1)NC(=O)C1CCC(=O)N1 (stereo unspecified) | / | i | -4 | 7 | 3 | -3 | -27 | 0.2 | 5 | ?

Reformatted: entries from further up
Compound,TcdB inh,Vc quorum ag,Yp Topo-I inh,CCHFV vOTU inh,SARS 3CLpro inh,Anthrax LF inh2,SSB-PriA inh,PfHsp40 yeast,VHR inh abs,BoNT A protease
Cc1ccc(NS(=O)(=O)c2c(C)[nH]c(=O)[nH]c2=O)cc1C,/,-6.9,8,8,-3,2,-6,-1.1,15,-0.3
CC(=O)Nc1ccc(S(=O)(=O)N(Cc2ccccc2)c2ccccc2)cc1,0.6,-0.6,-1,4,2,1,-13,0.3,35,-0.3
C[C@@H](CN1C2=NC[C@H](Cc3ccc(O)cc3)N2C[C@H]1Cc1ccc(O)cc1)NC(=O)CCC1CCCCC1,1.4,-0.5,-12,10,2,-13,1,-0.8,14,0.5

The list is partial. The share of hits here may be higher or lower than overall.
